Compound activity as filed in PubChem.
dFosB act: enhances mouse delta FosB homodimer DNA binding; AID 493131; P13346; 0.99% of 340,000 active; purified delta FosB, TAMRA-CDK5 oligo fluorescence polarization; percent of positive-control signal above neutral wells; activation, % at 25 µM;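 active means mean activation above about 17%, with every replicate also reaching it, limit read from the data, passing the limit was not always enough; inconclusive means only one of the two conditions met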;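 further: fluorescence polarization rise as delta FosB binds a TAMRA Cdk5 AP-1 oligo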
Wnt act: Wnt/beta-catenin pathway activation. Wnt/beta-catenin reporter cell assay, activator, plate reader. activation, % at 9.35 µM. 1.2% of 300,000 active; in the data active means activation above about 30%, passing the limit was not always enough; inconclusive means no clear call, values can overlap the other calls;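 further: 0% = neutral control wells and 100% = positive control wells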
Rtt109 Vps75: blocks Candida albicans Rtt109/Vps75 acetyltransferase activity; 0.16% of 330,000 active; inhibition, % at 34.9 µM; purified Rtt109/Vps75, ThioGlo CoA-SH fluorescence, 4 h; Q5AAJ8;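 active means inhibition of at least 50% in every replicate; inconclusive means best replicate reaches 50% inhibition but some replicates fall short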
Target sequence (Q5AAJ8 whole entry, looked up): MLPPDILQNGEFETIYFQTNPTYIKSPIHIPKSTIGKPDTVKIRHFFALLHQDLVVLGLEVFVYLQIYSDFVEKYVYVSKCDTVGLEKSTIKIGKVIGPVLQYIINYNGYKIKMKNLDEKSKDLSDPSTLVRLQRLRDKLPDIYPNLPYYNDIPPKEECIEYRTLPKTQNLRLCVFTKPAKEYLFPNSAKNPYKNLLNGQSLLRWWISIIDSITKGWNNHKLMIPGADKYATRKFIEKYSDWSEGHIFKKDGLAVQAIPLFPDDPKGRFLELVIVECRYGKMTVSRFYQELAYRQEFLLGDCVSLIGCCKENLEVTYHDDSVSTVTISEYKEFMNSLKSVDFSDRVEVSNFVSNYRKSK
cardiac RTF act: increases calcium sensitivity of human cardiac regulated thin filaments. P19429+P45379. IANBD-labeled TnC RTF fluorescence at EC20 calcium; 0% EC20 calcium, 100% full calcium. activation, % at 7.2 µM. 0.24% of 340,000 active. AID 493008;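 active means activation above the mean over all tested compounds plus 3 SD, cut at about 30% in these data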;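 further: rise in fluorescence read as greater calcium sensitivity of cardiac thin filaments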
CDK5 p35 inh: inhibitors of human CDK5/p35 kinase. Q00535+Q15078. Recombinant CDK5/p35, ADP-Glo luminescence, 60 min. inhibition, % at 10 µM. 0.01% of 330,000 active;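 active means highest replicate inhibition of at least 50% and at least 75% of replicates reaching 50%; inconclusive means only one of the two criteria met; inactive means both criteria failed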;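 further: plate controls were DMSO neutral control for no effect and GW8510 at 10 µM for full effect; many of its hits are not listed in these tables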
MITF TRPM1 HTS: activators of MITF-driven TRPM1 promoter activity in SK-MEL-5 cells. AID 588334. 0.75% of 300,000 active. activation, % at 12.5 µM. SK-MEL-5 TRPM1-promoter luciferase, 24 h; % of positive control, neutral wells = 0;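 active means mean activation of at least 80% with every replicate also reaching 80%; inconclusive means mean reaches 80% but some replicate falls short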;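 further: 0% = neutral control wells and 100% = parthenolide positive control wells; values of inactives mirror those of a sister screen read the other way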
SR-BI DiI inh: inhibitors of mouse SR-BI mediated HDL lipid uptake. AID 488896. ldlA[mSR-BI] CHO cells, DiI-HDL uptake fluorescence, 3 h. 0.96% of 320,000 active. inhibition, % at 12.5 µM;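 active means mean replicate inhibition of at least 70% and a set share of replicates each scoring 70 or more; inconclusive means meets just one of the two criteria; inactive means fails both criteria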;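 further: 0% = median of neutral control wells and 100% = median of positive control wells; values of inactives mirror those of a sister screen read the other way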
Target sequence (Q61009 whole entry, looked up): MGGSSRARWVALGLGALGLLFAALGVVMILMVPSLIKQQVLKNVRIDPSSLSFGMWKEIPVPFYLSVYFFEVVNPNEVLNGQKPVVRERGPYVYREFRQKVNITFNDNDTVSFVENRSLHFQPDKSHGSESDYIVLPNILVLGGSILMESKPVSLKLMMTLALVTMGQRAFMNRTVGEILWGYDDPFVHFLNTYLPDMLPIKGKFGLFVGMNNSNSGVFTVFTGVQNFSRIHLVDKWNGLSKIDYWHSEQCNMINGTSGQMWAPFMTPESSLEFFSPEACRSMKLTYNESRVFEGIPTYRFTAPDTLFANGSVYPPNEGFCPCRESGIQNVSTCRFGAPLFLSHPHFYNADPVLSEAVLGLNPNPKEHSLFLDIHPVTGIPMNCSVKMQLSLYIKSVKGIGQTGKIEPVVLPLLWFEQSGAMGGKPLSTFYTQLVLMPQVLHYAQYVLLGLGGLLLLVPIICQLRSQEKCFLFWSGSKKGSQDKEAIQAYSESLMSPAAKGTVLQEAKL
PvdQ inh: blocks Pseudomonas aeruginosa PvdQ acylase activity; purified PvdQ acylase, fluorescence plate reader; 0.063% of 340,000 active; inhibition, % at 10 µM; in the data active means inhibition above about 30%, passing the limit was not always enough; inconclusive means no clear call, values can overlap the other calls;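 further: 0% = vehicle neutral wells and 100% = reference inhibitor wells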
SR-BI uptake up: activators of SR-BI mediated HDL lipid uptake | CHO ldlA[mSR-BI] cells, DiI-HDL uptake fluorescence, 3 h; 100 = double the neutral-control signal | activation, % at 12.5 µM | 0.096% of 320,000 active;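 active means mean replicate activation of at least 60% and every replicate at or above 60%; inconclusive means mean or all-replicate condition met, but not both; inactive means mean below 60% and not all replicates reaching 60%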;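 further: 0% = median plate neutral-control signal and 100% = twice that signal; values of inactives mirror those of a sister screen read the other way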
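Material – SR-BI-overexpressing, LDLR-lacking CHO cells · Medium – BSA-supplemented, HEPES-buffered Ham's F12, pH 7.4 · Doses – single concentration · Times – compound with DiI-HDL co-incubation, 3 h at 37 °C · Measured by – bottom-read fluorescence, 550/595 nm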
HTR5A ag ctr: activates human HTR5A in OPRM1-OPRD1 agonist counter-screen; activation, % at 9.3 µM; 0.61% of 340,000 active; P47898; HTR5A agonist assay, luminescence, cell-based; in the data active means activation mostly above about 9.5%, no sharp cut-off; inactive means mostly below about 7.6%;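 further: 0% = cells with vehicle only and 100% = reference agonist; strong numbers were not always called active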
Numbers without * were called inactive; ? = inconclusive; . = not tested or not shown.

Structure	MITF TRPM1 HTS	Wnt act	CDK5 p35 inh	cardiac RTF act	dFosB act	PvdQ inh	HTR5A ag ctr	SR-BI DiI inh	SR-BI uptake up	Rtt109 Vps75
COc1ccc(-n2ccnc(SCC(=O)NCc3ccccc3Cl)c2=O)cc1	20	-1	0.0	1	-1	-15	-4	-20	20	-5
O=C(Nn1cnc2ccccc2c1=O)c1ccccc1F	3	4	0.4	0	-2	-3	0	-6	6	4
COc1ccc(-n2c(=O)[nH]cc(C(=O)Nc3ccc4c(c3)OCCO4)c2=O)cc1OC	-3	-2	2.5	1	-13	-6	1	-7	7	9
COc1cccc(NC(=O)c2ccc3snnc3c2)c1	67	.	0.0	3	-2	-13	7	43	-43	-2
COc1ccc(-c2ncncc2-c2csc(C)n2)c(O)c1	0	.	4.1	-2	5	-4	1	-4	4	4
COc1ccc(CN(Cc2ccccn2)C(=O)CN2C(=O)C(C)Oc3ccccc32)cc1 (stereo not given)	-12	.	1.2	2	-10	-5	3	4	-4	-11
O=S(=O)(NCC1CCCO1)c1ccc(S(=O)(=O)N2CCCC2)cc1 (stereo not given)	10	-1	-4.1	9	-3	-14	-2	-9	9	0
CCN(CC)c1ccc(S(=O)(=O)N2CCOCC2)cc1NC(=O)CNCc1cccc(Cl)c1	-3	-5	0.3	-2	-4	-3	3	11	-11	18
O=C(NCc1ccccc1)C1CCCN1S(=O)(=O)c1ccc(F)cc1 (stereo not given)	.	-1	1.8	-2	-6	-12	4	5	-5	8
Cc1cccn2c(=O)c3cc(C(=O)NCCN4CCOCC4)c(=N)n(Cc4cccnc4)c3nc12	-3	-2	-0.4	8	-8	-7	-3	-32	32	-139
COc1cc(NC(=O)c2ccccc2)c(OC)cc1NC(=O)CN1C(=O)N(C)C2(CCCCC2)C1=O	-4	-1	-1.4	-16	-9	-7	1	53	-53	22
CC(=O)Oc1c(S(=O)(=O)c2ccccc2)c(C)nn1C(C)(C)C	.	-4	-0.2	5	-7	-13	4	-51	51	-2
NCCSc1c(-c2ccc(F)cc2)[nH]c2ccccc12	0	-1	0.3	-4	1	-1	1	.	.	0
CCN(CC)S(=O)(=O)c1cc(NC(=O)COC(=O)CCc2nc3ccccc3s2)ccc1C	0	.	-2.8	-5	-14	-1	-1	-3	3	5
O=C(NC1CCN(Cc2ccccc2)CC1)c1ccc2c(c1)OCCCO2	-1	0	0.8	3	-4	1	2	0	0	13
Cc1cccc(-n2ncc3c(NCCc4ccc(S(N)(=O)=O)cc4)ncnc32)c1	5	0	-0.6	4	-15	-14	6	32	-32	32
Cn1nc(C(=O)N2CCN(c3ccccc3)CC2)c2c1-c1ccccc1S(=O)(=O)C2	-3	0	0.7	2	-13	5	-1	8	-8	-4
O=C1CC(c2cccc(F)c2)C2=C(CCCC2=O)N1 (stereo not given)	.	-1	1.0	-4	7	-14	0	-5	5	-4
Cc1cc(C)n(-c2ccc(C(=O)NC(C)C)cc2)n1	6	0	-0.8	0	-2	-10	3	6	-6	1
COc1cc(O)c(C(CC(=O)N2CCCCC2)c2ccc(N(C)C)cc2)c(OC)c1 (stereo not given)	2	-2	0.3	-1	0	-11	5	-13	13	-4
O=C(CC1C(=O)NCCN1Cc1cccc(F)c1)NC1CCC1 (stereo not given)	-12	1	-2.6	2	-5	8	1	-2	2	7
Cc1[nH]c2ccccc2c1/C=N/NC(=O)c1cccc(S(=O)(=O)Nc2cccc(C(F)(F)F)c2)c1	-30	-28	1.0	0	7	12	4	51	-51	0
O=C(NCC(=O)N(c1ccccc1)C(C(=O)NC1CCCCC1)c1cccnc1)c1cccs1 (stereo not given)	-13	-4	1.1	3	-10	-4	0	-15	15	-8
O=C(CNC(=O)c1ccc2c(c1)OCO2)N/N=C/c1cccc([N+](=O)[O-])c1	3	-3	0.0	3	-7	-13	4	4	-4	-1
CCOc1ccc(NC(=O)CNC(=O)c2cn(-c3ccccc3OC)c(=O)c3ccccc23)cc1	3	-10	0.6	2	0	-8	-3	21	-21	5
CC(C(=O)NC1CCCc2ccccc21)N1C(=O)C2CCCCC2C1=O (stereo not given)	0	-3	-3.9	0	-10	-12	1	-13	13	2
COc1cc([N+](=O)[O-])cc(/C=N/NC(=O)c2cccnc2)c1O	-2	-3	0.3	2	-12	2	-1	.	.	17
O=c1c2ccccc2sc2nc(CCl)nn12	8	0	0.9	-1	-8	-14	-2	11	-11	4
Cc1ccc(CNC(=O)/C=C/c2ccc(S(=O)(=O)NCc3ccco3)cc2)cc1	-7	-2	-1.1	4	?	-11	-7	4	-4	5
O=C(CSc1nc(-c2ccccc2)cc(C(F)(F)F)n1)N1CCOCC1	8	-4	1.4	4	-4	-17	1	61	-61	-1
O=C(Nc1ccc(Cl)cc1)NN1CC(=O)N(c2cccc(C(F)(F)F)c2)CC1=O	-1	0	-3.0	3	31*	-14	1	2	-2	2
CCOc1cc(/C=N/NC(=O)C(=O)NC2CC2)cc(Br)c1O	3	-1	-2.7	1	2	-9	4	5	-5	-1
CCN(CC)CC(C)CNC(=O)C1(O)c2ccccc2NC(=O)N1c1ccc(Cl)c(Cl)c1 (stereo not given)	6	1	-1.0	-1	-4	-5	-4	-5	5	-1
CC(C)CCNc1nc(N2CCCC2)c2c(c1C#N)CCN(C)C2	8	-4	-0.7	-1	-12	-1	0	5	-5	-1
COc1ccc2cc(Br)ccc2c1CC(=O)NC(C)C	-12	-1	0.1	-1	-6	-6	4	38	-38	-10
O=C(CSc1ccc(-c2ccco2)nn1)NCc1ccccc1	-11	-1	-4.4	0	1	5	1	-18	18	-4
COc1cc(COc2ccc(-c3nnco3)cc2)ccc1OC(F)F	13	-4	1.2	1	-2	-9	0	21	-21	12
CC1CCCN(C(=O)COc2ccc(NC(=O)c3cccs3)cc2)C1 (stereo not given)	17	-1	3.6	-6	-4	-6	0	22	-22	0
COc1ccc(OCC(O)CN2CCN(c3ccc(Cl)cc3)CC2)cc1 (stereo not given)	-1	-1	0.4	-1	-4	-18	2	11	-11	2
CC(=O)Nc1ccc(C(F)(F)F)cc1Cl	-2	-1	0.9	-3	2	-14	6	-9	9	-6
COc1ccc(C(=O)Nn2c(SCC(=O)NC3CCCC3)nc3ccccc3c2=O)cc1	27	-7	-1.8	1	-8	-9	0	-20	20	-4
Cc1ccccc1/C=C1\Sc2ccc(C(=O)N3CCN(c4ccccn4)CC3)cc2N(C)C1=O	-13	.	0.7	5	-2	-16	2	-35	35	-3
CCOC(=O)c1csc(NC(=O)c2ccc(S(=O)(=O)N(CC)CC)cc2)n1	.	-4	-0.9	10	-5	-14	12*	26	-26	-4
COc1ccc(-n2c(C)nn(C)c2=O)c(OC)c1	-4	.	1.3	3	-4	-7	-4	-8	8	0
O=C(CCC(=O)c1ccc(F)cc1)Nc1cccc(S(=O)(=O)Nc2cccc(Cl)c2)c1	-15	0	-1.0	5	?	-10	4	4	-4	-8
COC(=O)c1c(C)[nH]c(C(=O)NCc2ccco2)c1C	16	-1	-0.5	0	-5	-12	-3	-14	14	-7
O=C(NC(CC(=O)N1CCN(c2ccccc2)CC1)c1ccccc1)c1ccccc1Cl (stereo not given)	-3	-3	1.0	2	-4	-11	0	-23	23	8
O=C(CN1CCN(S(=O)(=O)N2CCOCC2)CC1)Nc1cc(Cl)cc(Cl)c1	-2	-3	0.5	-1	-2	12	-1	2	-2	0
CCN(CC)S(=O)(=O)c1ccc(Cl)c(NC(=O)CSc2nnc(-c3cccs3)o2)c1	8	-5	1.6	7	-6	4	-1	-37	37	1
Cc1cc2oc3ccc(NCCC4CCCN4C)cc3c(=O)c2cc1C (stereo not given)	-81	14	-1.4	0	?	-12	7	3	-3	-32
CCCC(=O)N1CCN(S(=O)(=O)c2cc(Cl)ccc2OC)CC1	7	.	-1.3	2	-1	-23	7	1	-1	4
c1ccc(-c2ccc(C(c3ccccc3)n3ccnc3)cc2)cc1 (stereo not given)	5	-1	1.0	1	-15	4	4	1	2	47
CCN(C(=O)CSc1nc2ccccc2c(=O)n1C(C)COC)C1CCS(=O)(=O)C1 (stereo not given)	-9	1	-2.1	-7	-3	-5	3	-10	10	-4
CS/C(=N\S(=O)(=O)c1cccs1)Nc1ccc(F)cc1	3	4	0.1	6	-7	0	-5	-12	12	12
O=C(CSc1ncn(-c2ccccc2)n1)Nc1nc2ccccc2s1	-10	.	-0.6	-1	-23	4	-2	-41	41	-9
COc1c(F)c(F)c(C(=O)Nc2ccc(-c3nc4ccccc4[nH]3)cc2)c(F)c1F	10	-3	-4.8	-3	12	-6	-1	.	.	-2
CC(C)OC(=O)CSc1nnc(-c2ccc([N+](=O)[O-])cc2)o1	8	1	-0.4	-4	5	-8	6	-22	22	-3
Cn1cc(CC(=O)Nc2cccc(C#N)c2)c2ccccc21	-1	.	-3.7	-4	-2	-30	4	3	-3	1
COCCNC(=S)N(CCc1c(C)[nH]c2ccc(Cl)cc12)Cc1cccs1	-2	-1	-1.3	-2	-25	-5	8	6	-6	2
Cc1cc(OCc2nc(-c3ccc(NC(=O)c4cccnc4)cc3)no2)ccc1Cl	3	.	0.4	2	78*	-12	2	32	-32	-3

The results go on.
Structure	MITF TRPM1 HTS	Wnt act	CDK5 p35 inh	cardiac RTF act	dFosB act	PvdQ inh	HTR5A ag ctr	SR-BI DiI inh	SR-BI uptake up	Rtt109 Vps75
Cc1c(NC(=O)c2cccc(NC(=O)COc3ccccc3)c2)c(=O)n(-c2ccccc2)n1C	-3	0	0.0	-1	-2	1	-7	39	.	2
CC(C)COc1ccc(C(=O)NC(Cc2c[nH]c3ccccc23)C(=O)NN)cc1 (stereo not given)	-1	0	-0.1	-1	-4	-3	-1	32	-32	-5
CSc1ccc(NC(=O)C(C)N2CCN(C)CC2)cc1 (stereo not given)	7	1	0.4	-4	-1	-5	0	5	-5	0
O=C(Cc1ccc(NC(=O)C2CCN(C(=O)C3CCCC3)CC2)cc1)Nc1cccc(C(=O)N2CCCCC2)c1	1	-1	0.8	-3	-10	-11	-4	62	-62	-2
O=C(O)C1=CC[C@@H](c2ccc(Cl)cc2)N(S(=O)(=O)c2ccc(Cl)cc2)[C@H]1c1ccccc1	0	1	-6.5	1	-1	-4	-5	-11	11	23
Oc1ccc(Br)cc1/C=N/N1CCN(Cc2cccc3ccccc23)CC1	-9	1	0.0	6	1	-2	4	-13	13	2
